High-throughput results deposited in PubChem by several laboratories.
G6PDH counter: inhibits Leuconostoc G6PDH, flagging false hits in G6PDH-based assays; inhibition, % at 5 µM; AID 1020; 200,000 compounds, 0.12% hits; Purified L. mesenteroides G6PDH, diaphorase/resazurin coupled fluorescence, 45 min; in the data active = inhibition above about 50%
TNAP inh no acc: inhibitors of human TNAP without phosphate acceptor. purified TNAP, CDP-star luminescence, 30 min. inhibition, % at 20 µM. 200,000 compounds, 0.26% hits. AID 1012;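 active = tissue-nonspecific alkaline phosphatase inhibition above about 50% at 20 µM in the single-dose screen, limit read from the data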;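 also: 0% = DMSO negative control and 100% = EDTA positive control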
Target sequence (P05186 whole entry, looked up): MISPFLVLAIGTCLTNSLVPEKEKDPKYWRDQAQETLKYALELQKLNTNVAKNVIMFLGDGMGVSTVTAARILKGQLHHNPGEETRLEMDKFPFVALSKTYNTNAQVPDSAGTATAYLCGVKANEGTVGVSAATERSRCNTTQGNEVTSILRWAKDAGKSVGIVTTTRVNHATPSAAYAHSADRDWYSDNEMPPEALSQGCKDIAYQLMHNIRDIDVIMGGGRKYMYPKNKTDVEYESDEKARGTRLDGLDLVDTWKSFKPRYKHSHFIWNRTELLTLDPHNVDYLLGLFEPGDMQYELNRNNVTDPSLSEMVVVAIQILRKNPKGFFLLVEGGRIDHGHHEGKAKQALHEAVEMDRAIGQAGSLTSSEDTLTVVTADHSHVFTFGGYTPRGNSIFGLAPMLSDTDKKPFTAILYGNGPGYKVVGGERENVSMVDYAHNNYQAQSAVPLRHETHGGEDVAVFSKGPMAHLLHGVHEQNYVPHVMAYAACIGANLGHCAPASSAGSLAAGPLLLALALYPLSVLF
Efa HMGR inh: inhibitors of class II HMG-CoA reductase from Enterococcus faecalis; inhibition, % at 10 µM; 190,000 compounds, 0.41% hits; purified E. faecalis HMGR, NADPH absorbance 340 nm kinetic;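 active = inhibition above a set limit, the median over all tested compounds plus 3 SD, cut at about 9.5% in these data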;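 also: enzyme runs in reverse so mevalonate oxidation gives rising NADPH absorbance; 0% = complete reaction with DMSO and 100% = background rate lacking mevalonate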
TNAP act hi DEA: TNAP (human) activation, high acceptor; P05186; purified TNAP, CDP-star luminescence, 1 M DEA, 30 min; hits give high values; 0 = EDTA background, 1 = DMSO-only activity; activation factor at 20 µM; 200,000 tested, under 10 active;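 active = activation factor at least 2 at 20 µM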
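Measured by: Luminescent substrate turnover signal | Test system: Human TNAP | Input: TNAP 1/800 final | Dosing: 20 µM single point | Schedule: 30 min, room temperature | Controls: EDTA wells as negative control, DMSO wells as positive control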
Diaph act CS: diaphorase activation or chemical reduction counter-screen | 190,000 compounds, 0.005% hits | AID 1229 | Diaphorase/resazurin coupled assay, resorufin fluorescence, 16 min; hits give high values; 1 = vehicle wells, 0 = NADH-free wells | activation factor at 20 µM;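 active = diaphorase activity raised at least twofold by the compound at 20 µM; inactive = activation factor below 2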
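Material: bacterial diaphorase enzyme (C. kluyveri); amount: enzyme 0.07 U/mL final; reagent: NADH substrate 0.114 mM plus resazurin dye 0.1 mM, final; doses: single compound dose of 20 µM, 1% DMSO final; timing: 16 min enzyme reaction, ambient temperature; measured by: fluorescence of resorufin, 544 nm excitation, 590 nm emission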
FLuc stim CS: affects firefly luciferase, flagging false hits in luciferase stimulation screens | P08659 | ATPlite luciferase biochemical, luminescence, 10 min; 0 = ATP-free wells, 1 = DMSO control | activation factor at 10 µM | 200,000 tested, under 10 active | AID 1027;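 active = luciferase activation factor, scaled between plate controls, of at least 2 with compound at 10 µM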
Target sequence (P08659 whole entry, looked up): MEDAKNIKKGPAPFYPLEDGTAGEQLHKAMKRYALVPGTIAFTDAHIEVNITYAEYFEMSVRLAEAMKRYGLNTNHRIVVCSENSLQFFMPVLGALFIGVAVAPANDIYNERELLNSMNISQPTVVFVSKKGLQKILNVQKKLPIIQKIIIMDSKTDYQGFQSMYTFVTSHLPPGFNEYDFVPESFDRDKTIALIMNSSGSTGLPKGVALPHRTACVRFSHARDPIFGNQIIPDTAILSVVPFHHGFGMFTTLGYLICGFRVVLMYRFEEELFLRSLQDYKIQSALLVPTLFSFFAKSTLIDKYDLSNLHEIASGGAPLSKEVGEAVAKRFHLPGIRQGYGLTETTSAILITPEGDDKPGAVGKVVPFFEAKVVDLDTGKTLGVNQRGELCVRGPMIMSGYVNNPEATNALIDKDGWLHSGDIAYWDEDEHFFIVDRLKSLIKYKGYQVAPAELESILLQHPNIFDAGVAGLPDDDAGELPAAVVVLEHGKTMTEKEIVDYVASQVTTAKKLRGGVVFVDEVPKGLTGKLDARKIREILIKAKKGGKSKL
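Material: Luciferase/luciferin reagent mix | Doses: Test compounds dosed from 2 mM stocks in 100% DMSO | Timing: 10 min incubation after luciferase reagent addition, room temperature | Measured by: Luminescence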
PMI activator: phosphomannose isomerase (human) activation; P34949; purified human PMI, coupled resazurin fluorescence, 20 min; hits give high values; 1 = vehicle control, 0 substrate-free wells; activation factor at 20 µM; 190,000 compounds, 0.005% hits; AID 1214;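 active = activation factor of 2 or more at 20 µM, relative to plate controls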
TNAP inh hiacc: TNAP (human) inhibition, high acceptor; purified TNAP, CDP-star luminescence, 1 M DEA; inhibition, % at 20 µM; 200,000 compounds, 0.03% hits; AID 1135;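 active = over 50% inhibition of tissue-nonspecific alkaline phosphatase at 20 µM in the single-dose screen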;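 also: plate controls were DMSO wells for no effect and EDTA-quenched wells as full inhibition for full effect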
PMI act hi M6P: PMI (human) activation, high substrate. P34949. coupled PMI enzyme assay, resazurin fluorescence, 20 min; hits give high values; 1 = untreated enzyme, 0 = substrate-free blank. activation factor at 20 µM. 190,000 compounds, 0.34% hits;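 active = activation factor of 2 or more at 20 µM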
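Test system: human phosphomannose isomerase with PGI, G6PDH, diaphorase coupling enzymes; amount: 15 ng/mL PMI; incubation: enzyme reaction with compound 20 min at room temperature; technique: resorufin fluorescence (Ex 544/Em 590 nm) from resazurin via diaphorase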
Diaph inh CS: inhibits diaphorase or chemically oxidizes, flagging diaphorase assay artifacts; AID 1217; diaphorase resazurin-to-resorufin fluorescence, NADH, 16 min; bacterial (C. kluyveri) enzyme, not human; 190,000 compounds, 0.69% hits; inhibition, % at 20 µM;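 active = primary screen inhibition at 20 µM above a set limit, cut at about 50% in these data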;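 also: plate controls were DMSO with full reaction for no effect and wells lacking NADH for full effect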
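Test system: Clostridium kluyveri diaphorase enzyme / Quantity: diaphorase at 0.14 U/mL in enzyme working solution / Incubation: 16-min room-temperature incubation before reading / Benchmarks: NADH-free wells as positive control, DMSO-only neutral wells / Signal: resorufin fluorescence 544/590 nm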
Active calls of the source: *; nt = not tested or not shown. Compounds were not picked by outcome; any-hit rate near 1.7%.

A first look (5 entries):
SMILES	G6PDH counter	TNAP inh no acc	Efa HMGR inh	TNAP act hi DEA	Diaph act CS	FLuc stim CS	PMI activator	TNAP inh hiacc	PMI act hi M6P	Diaph inh CS
O=C(O)c1ccc(C(=O)Nc2cccc(NC(=O)C3CCCO3)c2)cc1 (stereo unspecified)	0	-18	-7	1	0.9	1	1	-4	1.1	5
Cc1cccc(C(=O)NC(=S)NNC(=O)COc2ccc(Cl)cc2)c1	5	-62	0	1	0.9	1	0.9	-2	1.2	8
COc1ccc(C(=O)COC(=O)C(CCCCN2C(=O)C3C4C=CC(C4)C3C2=O)N2C(=O)C3C4C=CC(C4)C3C2=O)cc1 (stereo unspecified)	1	-4	-6	1	0.8	1.1	1.1	0	1.1	25
O=C(NC1CCCC1)c1ccccc1-c1ccccc1	5	-17	-4	1	1.1	1.1	1	-4	1.1	-12
CCn1c(CNC(C)=O)nnc1SCC(=O)c1ccc(Br)cc1	-2	-12	-2	1.1	0.8	1	1	-5	1.2	20

The list itself, repeating the preview:
SMILES	G6PDH counter	TNAP inh no acc	Efa HMGR inh	TNAP act hi DEA	Diaph act CS	FLuc stim CS	PMI activator	TNAP inh hiacc	PMI act hi M6P	Diaph inh CS
O=C(O)c1ccc(C(=O)Nc2cccc(NC(=O)C3CCCO3)c2)cc1 (stereo unspecified)	0	-18	-7	1	0.9	1	1	-4	1.1	5
Cc1cccc(C(=O)NC(=S)NNC(=O)COc2ccc(Cl)cc2)c1	5	-62	0	1	0.9	1	0.9	-2	1.2	8
COc1ccc(C(=O)COC(=O)C(CCCCN2C(=O)C3C4C=CC(C4)C3C2=O)N2C(=O)C3C4C=CC(C4)C3C2=O)cc1 (stereo unspecified)	1	-4	-6	1	0.8	1.1	1.1	0	1.1	25
O=C(NC1CCCC1)c1ccccc1-c1ccccc1	5	-17	-4	1	1.1	1.1	1	-4	1.1	-12
CCn1c(CNC(C)=O)nnc1SCC(=O)c1ccc(Br)cc1	-2	-12	-2	1.1	0.8	1	1	-5	1.2	20
COCCNC(=O)CS(=O)(=O)Cc1nc(-c2ccc(C)cc2)oc1C	8	-16	-1	1.1	0.8	1	0.9	-5	0.9	23
O=C(c1ccc(F)cc1)N(C(=O)c1ccc(F)cc1)c1ncccn1	3	3	-8	1	0.9	1.1	1	-5	1.1	10
CCC(C)NC(=S)Nc1ccccc1OC (stereo unspecified)	16	-16	-11	1	1	1	1.1	-4	1	0
CCC(/C=N/NC(=O)c1ccccc1F)CC	-2	-15	4	1	1.1	1	1.1	-4	1.1	-8
O=C(CSc1nnc(-c2cccnc2)n1Cc1ccco1)N1CCc2ccccc21	12	7	3	1.1	1.2	1	1.1	-6	1.1	-21
O=[N+]([O-])c1ccc(N2CCN(CCOc3nonc3-c3ccccc3)CC2)c(Cl)c1	1	2	0	1.1	0.9	1.1	1	-7	1	10
CC(C)NC(=O)C1CCN(C(=O)c2cc3sccc3n2Cc2ccc(F)cc2)CC1	5	-6	-4	1	0.9	1	0.9	1	0.9	13
COc1cccc(CC(NC(C)=O)C(=O)NC2CCN(S(=O)(=O)c3ccc(NC(C)=O)cc3)CC2)c1 (stereo unspecified)	12	-6	4	1	0.9	1.1	0.9	-3	0.9	14
CC1CCN(CC(=O)Nc2ccc(N3CCCCCC3)cc2)CC1	11	-9	-8	1.1	0.8	1	0.7	-7	0.6	25
Cc1noc(C)c1COC(=O)CCc1ccc(S(=O)(=O)N2CCCCC2)cc1	-1	-7	0	1.1	0.8	1.1	1	-10	1	20
COc1ccc(C(=O)N2CCC(O)(c3ccc(F)cc3)CC2)cc1OC	3	-14	-1	1.1	1	1.1	1	-8	1	4
Cc1ccccc1NC(=O)C1CCCN(S(=O)(=O)c2cccc3cccnc23)C1 (stereo unspecified)	-4	-23	-2	1	0.8	1.1	0.9	-4	1	16
CN(C)C(CNC(=O)NC1CCCCC1)c1cccnc1 (stereo unspecified)	3	-13	-6	1.1	0.9	1	1	-6	1	11
Cc1ccccc1-n1c(-c2ccc(=O)[nH]n2)n[nH]c1=S	7	-13	-4	1.1	0.8	1	1	-9	1.1	19
Cc1ccc(C(=O)/C=C/Nc2ccc3c(c2)OCO3)cc1	4	-1	-2	1	1	0.2	0.9	4	0.9	0
Cc1cc(C)c(CSc2ncnc3nc[nH]c23)c(C)c1	0	-18	2	1	nt	1	nt	3	nt	nt
CCc1nn2cc(C(=O)c3cc(Cl)ccc3O)cnc2c1-c1ccc(F)cc1	-13	-6	-12	1	0.7	1.1	0.9	1	0.9	25
O=C(NCCc1ccccc1)C1CCN(S(=O)(=O)c2cccnc2)CC1	17	-12	-1	1	0.9	1	1	-2	1	7
Cc1cc(C)n(-c2cc(Cl)cc(Cl)c2)c(=O)c1C#N	-3	-8	9	1	1	1.1	1	-2	1.1	3
Cn1c(=O)n(C/C=C/c2ccccc2)c(=O)c2c1nc1n2CCCN1c1ccc(F)cc1	0	-1	-1	1	0.8	1	1	4	0.9	20

(cont.)
SMILES	G6PDH counter	TNAP inh no acc	Efa HMGR inh	TNAP act hi DEA	Diaph act CS	FLuc stim CS	PMI activator	TNAP inh hiacc	PMI act hi M6P	Diaph inh CS
CCc1nnc(NC(=O)CSc2nnc(-c3ccc(NS(=O)(=O)c4ccccc4)cc3)o2)s1	-15	-8	-1	1	0.8	1.1	0.8	-3	0.9	24
CCNC(=O)CN(C1CCCCC1)S(=O)(=O)c1ccc(F)cc1	2	-10	-6	1.1	0.9	1.1	1	-8	1	12
CN(C)S(=O)(=O)c1cccc(NC(=O)CN2C(=O)NC(CCc3ccccc3)C2=O)c1 (stereo unspecified)	2	-9	1	1	0.9	1	0.9	1	0.9	13
CC(Sc1nc2ccccc2s1)C(=O)NC1CCCc2ccccc21 (stereo unspecified)	3	-4	-3	1	0.9	0.9	0.8	-1	0.9	7
COCC(=O)n1nc(-c2ccc(Cl)cc2)nc1NCc1ccc(F)cc1	-2	2	-1	1.1	1.1	1	1.1	-6	1.1	-6
O=C(Nc1cccc(NC(=O)N2CCN(c3ccccc3)CC2)c1)N1CCN(c2ccccc2)CC1	7	-28	-8	1.1	0.8	1	0.9	-10	0.9	18
CCc1ccc(-c2cc(C(F)(F)F)n3nc(C(=O)Nc4c(C)nn(Cc5ccc(F)cc5)c4C)cc3n2)s1	0	-3	-2	1	0.8	1	0.8	-1	0.8	21
CCc1cccc(NC(=O)Cn2c3[n+](c4ccc(C(F)(F)F)cc42)CCCCC3)c1	-2	-4	-3	1.1	1.1	1	1	-6	1	-5
Cn1c(=O)c2c(nc(Sc3ncccn3)n2Cc2ccc(Cl)cc2)n(C)c1=O	-4	-19	3	1.1	0.9	1	1	-7	1	9
O=c1[nH]c(SCc2ccccc2Cl)nc2c1CCCC2	9	-5	2	1	0.9	1	0.8	-2	0.9	10
Cc1nc(N2CCN(C)CC2)c2c(C)c(C(=O)Nc3ccc(F)cc3)sc2n1	6	-4	-8	1	0.9	1.1	0.9	-2	0.9	9
COc1ccc(CCNC(=O)c2cc(-c3ccc(C)cc3O)n[nH]2)cc1OC	0	-63	2	1.1	0.9	1	0.9	-9	0.9	8
Cc1cc(C)c2c(=O)[nH]c(SCC(=O)N3CCOCC3)nc2n1	8	-8	-8	1	0.9	1	0.9	-2	0.9	6
COc1ccc(OC)c(NC(=O)CSc2nnc(CCCO)n2-c2ccccc2)c1	-5	-12	-2	1	0.9	1.1	0.9	-2	0.9	14
COc1ccc(C2=NOC3(CC(=O)N(c4ccc(F)cc4)C3=O)C2)c(OC)c1 (stereo unspecified)	2	-7	-8	1	0.8	1	1	-1	1	20
CN(CC(=O)N1CCCCCC1)S(=O)(=O)c1cccc2cccnc12	11	17	-12	1.1	1	1.1	1.1	-9	1	-2
CCCSC1=C(C#N)C(c2ccccc2C)CC(=O)N1 (stereo unspecified)	6	-9	-1	1	0.9	1	0.9	-5	0.6	10
Fc1ccc(C2c3cccn3CCN2C(=S)Nc2cccc(F)c2)cc1 (stereo unspecified)	9	-6	7	1	0.8	1	0.8	-2	0.8	17
Cc1ccc(S(=O)(=O)NCc2cn3ccsc3n2)c(C)c1	6	-6	2	1.1	1.1	1	1	-8	1.1	-8
CCCN(CCC)CCCNS(=O)(=O)c1cc(Br)cc2c1N(C(C)=O)CC2	3	-3	-1	1	0.9	1	0.9	-2	0.9	15
Cc1ccc(C(=O)CSc2nnc(-c3cccnc3)n2N)cc1	-22	-9	0	1	0.9	1	1	4	1	11
COc1ccc(-c2nc3nc(C)cc(C)n3n2)cc1	-8	-10	-4	1	0.9	0.4	0.9	-1	0.9	15
CCS(=O)(=O)N1CCCC(C(=O)NCc2cccc(OC)c2)C1 (stereo unspecified)	14	-9	1	1	0.9	1.1	0.9	0	0.9	10
O=C1OCCN1CC(=O)N1CCc2c([nH]c3ccccc23)C1c1ccccn1 (stereo unspecified)	0	-8	4	1	0.9	1.1	1	-4	1	9
COCCN(C(=S)Nc1ccc(OC)cc1)C1CCN(C(C)C)CC1	-2	-19	-1	1	1	1	1	2	1.1	-1

Brought forward from above: two entries, then new ones.
SMILES	G6PDH counter	TNAP inh no acc	Efa HMGR inh	TNAP act hi DEA	Diaph act CS	FLuc stim CS	PMI activator	TNAP inh hiacc	PMI act hi M6P	Diaph inh CS
O=C1OCCN1CC(=O)N1CCc2c([nH]c3ccccc23)C1c1ccccn1 (stereo unspecified)	0	-8	4	1	0.9	1.1	1	-4	1	9
COCCN(C(=S)Nc1ccc(OC)cc1)C1CCN(C(C)C)CC1	-2	-19	-1	1	1	1	1	2	1.1	-1
O=C(Nc1sc2c(c1-c1nc3ccccc3[nH]1)CCCC2)C1CC1	4	-10	-1	1	0.9	1	0.9	3	0.9	12
CC(=O)c1ccccc1NC(=O)COC(=O)c1ccc2c(c1)nc(C)n2-c1ccccc1	-16	-8	-1	1	0.9	0.9	0.8	3	0.9	15
Cc1ccc(-n2c(-c3ccccc3)cc(=O)nc2C)cc1	-3	-14	-1	1	0.9	1.1	1.1	-3	1.1	6
c1csc(CNc2ncnc3nc[nH]c23)c1	5	-44	0	1	1	1	0.9	-2	0.9	2
Fc1ccc(-c2ccnc3nc(N4CCOCC4)nn23)cc1	6	-5	0	1.1	0.9	1.1	1	-6	1	11
CC(C)(C)N(NC(=O)c1ccccc1)C(=O)c1ccc(C(=O)N(NC(=O)c2ccccc2)C(C)(C)C)cc1	0	-7	-7	1	0.9	1	1.1	0	1	6
CCO[C@@H]1OC(C(=O)N2CCN(Cc3ccc4c(c3)OCO4)CC2)=C[C@H](C2CC2)[C@H]1CCCO	5	-6	-4	1.1	1.1	1	1	-5	1	-8
